Assay outcomes as filed in PubChem.
LDHA inh: qHTS assay for inhibitors of human lactate dehydrogenase | L-lactate dehydrogenase A chain (Homo sapiens), P00338 | purified LDHA, NADH/diaphorase-resazurin fluorescence; stronger effect = lower value | activity change, % (values are at about 110 or 230 µM) | 480,000 tested, 0.15% active | AID 1347041, 2019; in the data active means activity change below about -30%; inconclusive means mostly about -25% to -30%;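 further: plate controls were DMSO wells for no effect and wells without enzyme for full effect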
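Remaining NADH was detected by diaphorase (0.133 mg/mL) converting 37 µM resazurin to fluorescent resorufin, read at 0 and 20 minutes. The preceding 5-minute room-temperature reaction used 2 nM LDHA, 0.2 mM sodium pyruvate and 0.06 mM NADH at pH 7.4.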
* marks the source's active call; other numbers are inactive results; ? = inconclusive. This is a subset; the hit share may differ from the screen's.

Sample of the layout, four compounds:
canonical_smiles	LDHA inh
Cc1ccccc1NC(=O)CSc1nc(=O)[nH]c2c1CCCC2	5.5
CCC(C)NC(=O)c1oc2ccccc2c1CSc1nnc(C)s1 (stereo not drawn)	5.9
CC(=O)NCCCCCC(=O)NCC(C)(c1ccccc1)c1ccccc1	0.6
Cc1cccn2c(=O)c3cc(C(=O)N(Cc4ccccc4)Cc4ccccc4)n(C)c3nc12	8.3

The whole of this part, from the first entry:
canonical_smiles	LDHA inh
Cc1ccccc1NC(=O)CSc1nc(=O)[nH]c2c1CCCC2	5.5
CCC(C)NC(=O)c1oc2ccccc2c1CSc1nnc(C)s1 (stereo not drawn)	5.9
CC(=O)NCCCCCC(=O)NCC(C)(c1ccccc1)c1ccccc1	0.6
Cc1cccn2c(=O)c3cc(C(=O)N(Cc4ccccc4)Cc4ccccc4)n(C)c3nc12	8.3
CCC(=O)Nc1c(-c2cc(=O)oc3ccc(C(C)C)cc23)oc2ccccc12	15.9
CCc1sc(C(=O)N2CCCCC2C)cc1Br (stereo not drawn)	-7.0
COc1cccc(-n2cnnc2SCc2csc(CC(=O)Nc3ccc(C)cc3)n2)c1	7.5
COc1cc2c(cc1OC)/C(=C/C(=O)OCc1ccccc1)OC2	4.0
Cc1cc2oc(C(=O)NCC(c3cccs3)N3CCOCC3)cc(=O)c2cc1Cl (stereo not drawn)	0.9
O=C(Cn1cnc(NC(=O)c2ccccc2)n1)NCc1ccccc1	8.7
CNS(=O)(=O)c1cc(-c2nnc(Nc3ccc(C)cc3C)c3ccccc23)ccc1C	-0.3
CCCOc1cccc(CNc2ccc(F)cc2)c1	8.5
N#Cc1cc(-c2ccccc2)sc1N	8.9
CC1=CCC(/C=N/NC(N)=S)CC1 (stereo not drawn)	-2.5
CCOC(=O)c1cccc(NS(=O)(=O)c2c(-c3ccc(C)cc3)csc2C(=O)OC)c1	13.2
COC(=O)Nc1ccc(C(=O)OC(C)C)cc1	4.1
Cc1ccc(NC(=O)c2nn(Cc3ccccc3)c(=O)c3ccccc23)c(Cl)c1	6.5
COc1ccc(NC(=O)COC(=O)c2n[nH]c3ccccc23)cc1	3.5
CC(C)n1ccc2nc3ccn(-c4ncn[nH]4)c(=O)c3cc2c1=O	16.1
O=C(COc1ccccc1F)Nc1nn2cc(-c3ccccc3)nc2s1	-2.5
N#Cc1nc(-c2ccccc2F)oc1NCc1ccc(Cl)cc1	-2.1
CC(=O)c1ccccc1NC(=O)C1(c2ccccc2)CC1	9.5
O=C(c1ccc(Cl)c(Cl)c1)N1CCC(=O)N([C@H](COCc2ccc(Cl)cc2)Cc2ccccc2)CC1	-8.8
Cc1ccc(NC(=O)c2cc(-c3cccnc3)nc3c(C)cccc23)nc1	-8.0
CN(C)Cc1nc(SCC(=O)Nc2ccc(F)cc2)c2ccccc2n1	-6.6

Next entries:
canonical_smiles	LDHA inh
Cc1ccc(C(=O)CC(=O)c2ccc(C)cc2)cc1	-0.8
COc1cccc(-n2cnc3cc(C(=O)NC4CCCC4)ccc3c2=O)c1	6.8
CC(C)COc1ccc(C(=O)Nc2ccc(O)c(-c3nc4ccccc4o3)c2)cc1	5.0
COc1cccc(-c2nnc(SCC(=O)Nc3ccc4c(c3)OCO4)n2-n2cccc2)c1	0.3
Nc1cc(N)nc(SCCC(=O)Nc2ccccc2F)n1	-24.4
c1csc(CNCCC2CCCCC2)c1	9.0
Cc1nc2n(c(=O)c1C)CN(CCN1CCOCC1)CN2c1cccc(C(F)(F)F)c1	-17.8
COc1ccccc1C(=O)Nc1c(NC2CCCCC2)c2ccccc2oc1=O	14.3
CC(CNC(=O)NCc1ccco1)N1CCOCC1 (stereo not drawn)	11.1
Cc1ccc(C(=O)NC(C)c2ccc3c(c2)NC(=O)CO3)s1 (stereo not drawn)	5.9
O=C(Nc1cccc(S(=O)(=O)Nc2ccccc2F)c1)c1cncn1-c1ccccc1	1.1
O=C(O)/C=C/c1ccc(-c2ccc(Br)cc2)s1	10.6
COC(=O)c1cc(OC(=O)c2ccccc2)cc(C(=O)OC)c1	13.0
O=C(COC(=O)c1ccc2ccccc2n1)Nc1cccc(Oc2ccccc2)c1	-4.0
Cc1cc(C)c2nc(NC(=O)CCCn3c(=O)oc4ccccc43)sc2c1	9.7
O=C(NCC(O)COc1ccc(C(F)(F)F)cc1)C1CCCC1 (stereo not drawn)	-4.8
CC(C)CCNC(=O)CSc1nc2cc([N+](=O)[O-])ccc2o1	-8.2
CCCCC(=O)Nc1ccc2oc(-c3cccc(F)c3)nc2c1	-6.8
COc1cccc(C(=O)c2oc3cc(NC(C)=O)ccc3c2C)c1	-14.0
COC(=O)c1ccccc1NC(=O)Cc1coc2cc(C)cc(C)c12	1.1
Cn1nc(C(=O)OCC(=O)Nc2ccc(Cl)c(C(F)(F)F)c2)c2ccccc2c1=O	-0.4
CCOc1ccc(C(=O)c2sc(Nc3c(C)cccc3C)nc2N)cc1	-2.7
CCN(CC)CCCNc1oc(/C=C/c2ccccc2OC)nc1C#N	1.6
O=C(CC(c1ccc(Cl)cc1)S(=O)(=O)c1ccccc1)c1ccccc1 (stereo not drawn)	1.9
N#Cc1ccccc1OCC(=O)NNC(=O)C1COc2ccccc2O1 (stereo not drawn)	9.3

(continued)
canonical_smiles	LDHA inh
Cc1nn(Cc2ccccc2)c(C)c1CNS(=O)(=O)c1ccccc1	1.8
Cn1nc(C(=O)Nc2ccc(I)cc2)c2ccccc2c1=O	0.5
Cc1ccc(OCCN(C)C(=O)c2ccc3[nH]c(C)c(C)c3c2)cc1	1.4
N#Cc1ccc(NC(=O)CCC(=O)c2ccc3c(c2)CCC3)cc1	3.4
CCCCCCOc1ccc(NC(C)=O)cc1	0.9
COc1ccc(C(C(=O)NC2CCCCC2)n2c(=O)c(-c3ccco3)nc3ccccc32)cc1 (stereo not drawn)	-0.8
Clc1cnc(N/N=C/c2ccc(Br)cc2)c(Cl)c1	-9.2
COc1cccc(Cn2cnc(-c3ccccc3OC)c2-c2ccco2)c1	2.5
Brc1ccc([C@H]2C=C[C@H]3CCCN4CC[C@H]2[C@@H]3[C@]42CO2)cc1	0.1
COc1ccc(C2/C(=C(\O)c3ccc(F)cc3)C(=O)C(=O)N2c2cc(C)on2)cc1OC (stereo not drawn)	1.1
CCCOc1ccc(C(CC(=O)c2ccc(C)cc2)S(=O)(=O)c2ccc(C)cc2)cc1 (stereo not drawn)	2.3
Cc1ccc2c(=O)cc(C(=O)NCC(c3cccs3)N3CCCCC3)oc2c1C (stereo not drawn)	4.7
Cc1cc(C(=O)Cn2c(=O)c3c(ncn3CCC(C)C)n(Cc3ccccc3)c2=O)c(C)n1C	-0.4
COc1cc(/C=C/C(=O)OCC(=O)N(C2=CCCCC2)C2CC2)ccc1OC(F)F	6.5
CCc1ccc2oc(=O)cc(CN3CCN(CC)CC3)c2c1	-5.0
O=C(CCCc1cccs1)N(CC1CCOC1)C1CC1 (stereo not drawn)	-1.9
COCCn1ccc2c(OCC(=O)Nc3ccccc3)cccc2c1=O	-6.3
O=C(N[C@@H](C(=O)NCc1cccnc1)c1ccccc1)C(c1ccccc1)c1ccccc1	0.5
O=C(NC(c1ccccc1)c1cc2ccccc2o1)C1CC1 (stereo not drawn)	0.0
Fc1cccc(/C=N/Nc2ccc(C(F)(F)F)cn2)c1	1.1
COc1ccc(N2C(=O)C(C)(C)CS2(=O)=O)cc1S(=O)(=O)N1CCc2ccccc21	-1.2
CC(C)NC(=O)c1ccc(Cl)c(Cl)c1	-6.7
CC(C)CNC(=O)NC1=C(C#N)C(C)(C)Cc2ccccc21	0.8
Cc1cc(C)c(C)c(S(=O)(=O)NCCC(=O)Nc2nccs2)c1C	28.5
O=C(CCS(=O)(=O)c1ccc(F)cc1)Nc1ccc(OC(F)F)c(Cl)c1	7.3

The list goes on:
canonical_smiles	LDHA inh
N#CCCCSc1ccc(C(F)(F)F)cn1	-0.3
CCOC(=O)Oc1ccc2c(=O)c(Oc3ccccc3Cl)c(C(F)(F)F)oc2c1	9.9
C1=CCC(CN2CCN(Cc3ccco3)CC2)CC1 (stereo not drawn)	6.5
O=C(N/N=C/c1cccs1)C1CC1	-14.1
N#Cc1nc(COc2ccccc2F)oc1NCc1cccnc1	-14.9
Cc1nc2c(n1O)CCc1c-2no[n+]1[O-]	4.1
COc1ccc(CNC(=O)C[C@@H]2CC[C@@H](NS(=O)(=O)c3cccc(OC)c3)[C@@H](CO)O2)cc1	2.4
CSc1nnnn1-c1ccc(C(=O)Nc2ccccc2F)cc1	14.0
CC(C)C(=O)N1N=C(c2ccc(NS(C)(=O)=O)cc2)CC1c1ccc(F)cc1 (stereo not drawn)	1.0
CC(C)C(C#CCN1CCCCC1)(c1ccccc1)c1ccccc1	6.7
CCn1c(CCCOc2ccc(Cl)cc2C)nnc1SCc1ccc(Cl)cc1	-4.0
O=CN1CCN(C(C(=O)O)c2c[nH]c3cc(OCc4ccccc4)ccc23)CC1 (stereo not drawn)	5.0
Cn1c(-c2ccc(Cl)cc2)cc2ccccc21	-18.9
CCOc1ccccc1CN1[C@@H](c2ccc(OC)cc2)CC(C(=O)OC)(C(=O)OC)[C@H]1c1ccccc1	-5.4
COc1c2ccccc2nn1C(C)C	-1.1
O=C(CCc1ncc(-c2ccc(F)cc2F)o1)Nc1ccc(Cl)cc1	10.9
CC(c1ccccc1)N(C)C(=O)CSc1cc(C(=O)NC2CC2)c2ccccc2n1 (stereo not drawn)	-2.2
Cc1ccc(-c2cc(C(=O)NCCCN(C)C)c3ccccc3n2)cc1C	8.4
CCN(Cc1ccc(Cl)s1)C(=O)Cn1nnc(-c2cccc(C(F)(F)F)c2)n1	0.9
C/C(=N/NC(=O)OC(C)(C)C)c1ccccc1Cl	-5.2
CCc1ccc(C(=O)NCc2ccc(N3CCCN(C)CC3)nc2)o1	5.0
COc1cc2c(cc1OC)CN(Cc1cc(=O)c(OCc3cccc(Cl)c3)co1)CC2	3.3
Cc1ccc(NC(=O)c2ccc(Cl)cc2Cl)nc1	-2.4
CCC(C)NC(=O)CSc1nc(-c2ccco2)nc2ccccc12 (stereo not drawn)	-2.0
CCOC(=O)[C@]12CCC=C1N(Cc1ccc(Cl)cc1Cl)C(=O)[C@H](CC(=O)NCC1CCCCC1)C2	0.9

The list continues.
canonical_smiles	LDHA inh
COC(=O)c1ccc(/C=C(/Cl)c2ncc(-c3ccc(Cl)cc3)o2)cc1	1.2
Cc1ccc(N2C(=O)c3ccccc3NC23CCSC3)cc1 (stereo not drawn)	-0.5
CC(C)NC(=O)c1ccccc1NC(=O)C1CCN(S(=O)(=O)Cc2ccc(F)cc2)CC1	10.2
Cc1cnc(C(=O)Nc2c(-c3ccccc3)[nH][nH]c2=O)cn1	10.8
O=C(O)C1CCN(c2ccc3nnc(C(F)(F)F)n3n2)CC1	-1.2
CC(=O)c1c(C(C)=O)c(C)n(-c2ccc(Br)cc2)c1C	11.2
CC(C)(C)c1noc(Cn2cnc3ccc(Cl)cc3c2=O)n1	?
NC(Cc1ccccc1)(Cc1ccccc1)C(=O)O	4.9
CCn1nc(C(=O)OCC(=O)Nc2ccc3c(c2)OC(F)(F)O3)c2ccccc2c1=O	-8.1
Cn1c(=O)[nH]c(=O)c2c1nc1n(-c3ccc(F)cc3)c(-c3ccccc3)cn21	9.9
CN(C(=O)c1cc(=O)[nH]c2ccccc12)c1ccccc1	-8.1
Cn1c(=O)[nH]c(=O)c2c1nc(N1CCN(Cc3ccc(Cl)cc3)CC1)n2CCCc1ccccc1	23.0
Nn1c(SC(C(=O)N2CCCC2)c2ccccc2)nnc1-c1cc(Cl)ccc1Cl (stereo not drawn)	-3.4
Cc1cccc(C)c1-n1nnnc1C1(Nc2ccccc2)CCCC1	3.6
O=C(NC(Cc1ccccc1)C(=O)N1CCN(c2ccccc2)CC1)c1ccco1 (stereo not drawn)	-8.6
COc1ccc(NC(=O)c2nn(C)c3c2CCc2sccc2-3)cc1OC	6.8
O=Cc1c(-c2ccc(Cl)cc2Cl)[nH]c2ccccc12	5.2
O=C(CSc1nc2ccc(NC(=O)c3ccc(Cl)cc3)cc2s1)NC1CCCCC1	7.1
Cc1cc2nc(C(C)(C)C)c(Cc3ccsc3)n2c(C)c1Br	1.5
Cn1c(=O)[nH]c(=O)c2c1nc(CN1CCOCC1)n2Cc1ccccc1F	-9.2
Cc1cccc(CN2CCN(c3nc4c([nH]3)c(=O)n(C)c(=O)n4C)CC2)c1	2.2
CCCn1nc(C(=O)N2CCN(c3ccccc3)CC2)c2ccccc2c1=O	-6.2
CCOC(=O)c1c(NC(=O)C2CCCO2)sc(C(C)=O)c1C (stereo not drawn)	2.7
O=C(O)Cn1cc(C(C(=O)O)N2CCN(Cc3cccnc3)CC2)c2ccc(F)cc21 (stereo not drawn)	-0.1
O=C(NCCC(c1ccccc1)c1ccccc1)c1cncc(Br)c1	8.0

Continued.
canonical_smiles	LDHA inh
CNc1nnc(SCc2coc(-c3ccccc3)n2)s1	13.0
CCN(CC)C(=O)Oc1ccc2c(=O)c(-c3ccc(Br)cc3)coc2c1	5.6
CC(C)c1nnc2ccc(N3CCCC(C(=O)O)C3)nn12 (stereo not drawn)	2.8
Cc1ccc(S(=O)(=O)N(C)C)cc1C(=O)NCc1coc(-c2cccs2)n1	-1.3
COc1cccc(C(=O)c2sc(Nc3cc(C)cc(C)c3)nc2N)c1	-1.7
Cc1oc(-c2ccc(C(C)C)cc2)nc1CSc1nc2c(=O)[nH]cnc2n1C	0.7
O=C(CSc1ccccc1)OCc1cc(=O)n2nc(C3CC3)sc2n1	-7.2
